Source: PubChem BioAssay (The Scripps Research Institute Molecular Screening Center)
proCasp7 act: counter-screen for procaspase-3 activators: activators of human procaspase-7; P55210; recombinant procaspase-7, Ac-DEVD-pNA absorbance 405 nm; D23A/D198A/D206A triple mutant, cannot self-cleave; scale: DMSO 0, 5 µM enzyme 100; activation, % at 8.5 µM; hit rate 0.093% among 330,000; AID 463210;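 active = percent activation above the screen-wide mean plus 3 SD, cut at about 25% in these data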
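System: Uncleavable procaspase-7 mutant enzyme; Amount: 2 µM procaspase-7 mutant as dispensed; Schedule: 1 h compound preincubation, 2 h substrate cleavage, 25 °C; Measured by: 405 nm absorbance of p-nitroaniline; Evaluation: percent activation from buffer-corrected 0–120 min absorbance change; Control set: low DMSO alone, high DMSO plus 5 µM PC-7.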
AHR act: human AHR activation | P35869 | AHR-responsive luciferase reporter cells, luminescence | activation, % at 5 µM | hit rate 2.5% among 320,000; in the data active = activation above about 47%;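 note: 0% = vehicle wells and 100% = reference agonist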
Target sequence (P35869 whole entry, looked up): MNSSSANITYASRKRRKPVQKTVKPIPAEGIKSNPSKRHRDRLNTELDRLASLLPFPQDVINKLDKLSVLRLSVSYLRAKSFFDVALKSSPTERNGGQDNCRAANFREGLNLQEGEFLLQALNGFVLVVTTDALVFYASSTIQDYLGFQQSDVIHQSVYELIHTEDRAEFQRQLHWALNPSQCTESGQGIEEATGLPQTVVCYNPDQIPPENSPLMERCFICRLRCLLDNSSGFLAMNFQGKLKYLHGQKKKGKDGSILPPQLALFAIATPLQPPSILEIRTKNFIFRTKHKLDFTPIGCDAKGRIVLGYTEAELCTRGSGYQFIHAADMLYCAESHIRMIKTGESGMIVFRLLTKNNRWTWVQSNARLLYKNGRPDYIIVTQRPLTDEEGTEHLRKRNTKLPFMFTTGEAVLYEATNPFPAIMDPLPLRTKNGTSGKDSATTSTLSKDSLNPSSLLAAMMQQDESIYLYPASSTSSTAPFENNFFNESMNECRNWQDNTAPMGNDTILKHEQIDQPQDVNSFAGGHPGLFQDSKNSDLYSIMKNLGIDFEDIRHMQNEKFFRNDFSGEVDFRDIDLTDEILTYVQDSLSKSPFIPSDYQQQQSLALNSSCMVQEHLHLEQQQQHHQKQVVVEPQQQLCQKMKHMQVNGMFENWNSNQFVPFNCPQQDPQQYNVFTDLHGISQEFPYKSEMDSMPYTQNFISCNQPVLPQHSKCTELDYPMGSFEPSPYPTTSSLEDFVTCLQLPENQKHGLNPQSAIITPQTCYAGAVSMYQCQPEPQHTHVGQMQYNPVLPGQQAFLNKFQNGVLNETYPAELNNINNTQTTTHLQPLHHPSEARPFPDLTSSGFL
core dimer inh: blocks dimerization of HCV core protein | TR-FRET GST/Flag-core106 dimerization, 1536-well | inhibition, % at 5 µM | hit rate 0.33% among 300,000 | AID 1899;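 active = inhibition above the mean of all tested compounds plus 3 SD, set per screening campaign, cut at about 45% in these data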
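Assay system – GST-tagged and Flag-tagged HCV core protein residues 1-106 · Quantity – core106 proteins, GST 13.5 nM and Flag 17 nM · Benchmarks – unlabelled core106 and no-GST-core106 wells · Read-out basis – percent inhibition of core106 dimerization signal · Detection – time-resolved FRET, ex 340 nm, em 617 and 671 nm · Schedule – 4 h at 22.5 °C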
PP5 primary: inhibitors of human protein phosphatase 5 (PP5); hit rate 0.18% among 320,000; purified PP5c, OMFP substrate fluorescence; P53041; AID 1987; inhibition, % at 6.7 µM;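 active = inhibition above the campaign's mean inhibition across all tested compounds plus 3 SD, cut at about 9.5% in these data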;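 note: 0% = DMSO only and 100% = 100 µM cantharidin control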
proCasp3 act: activates human procaspase-3. AID 463141. activation, % at 8.5 µM. hit rate 0.11% among 330,000. recombinant procaspase-3 D3A, Ac-DEVD-pNA absorbance 405 nm. P42574;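 active = activation above the mean of all tested compounds plus 3 SD, cut at about 21% in these data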;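 note: 0% = DMSO alone and 100% = DMSO wells spiked with extra 5 µM PC-3 D3A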
Target sequence (P42574 whole entry D9A/D28A/D175A): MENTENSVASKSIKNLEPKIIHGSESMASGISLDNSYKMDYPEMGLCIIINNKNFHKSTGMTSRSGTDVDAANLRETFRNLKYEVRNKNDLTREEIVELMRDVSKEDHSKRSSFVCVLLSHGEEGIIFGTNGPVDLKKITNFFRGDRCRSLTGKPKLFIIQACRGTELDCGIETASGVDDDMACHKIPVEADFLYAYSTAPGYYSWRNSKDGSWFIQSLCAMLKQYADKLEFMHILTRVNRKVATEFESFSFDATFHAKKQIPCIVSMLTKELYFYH
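assay system = Procaspase-3 D3A mutant | signal = absorbance at 405 nm, 0 and 120 min | times = 1 h preincubation plus 2 h reaction at 25 °C | repeats = single replicate | read-out = % activation between DMSO and enzyme-spiked controls | medium = Zinc-free HEPES saline buffer with Triton X-100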
PAFAH2 FP inh: PAFAH2 (human) inhibition. Q99487. recombinant PAFAH2, FP-rhodamine activity probe, fluorescence polarization. inhibition, % at 3.39 µM. hit rate 0.99% among 340,000;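 active = inhibition above the mean over all tested compounds plus 3 SD, cut at about 30% in these data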;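 note: inhibitors block probe labeling of enzyme so polarization drops; 0% = enzyme with DMSO and 100% = wells lacking PAFAH2 protein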
PP1 counter: counter-screen for PP5 inhibitors: inhibitors of human PP1-alpha | P62136 | inhibition, % at 6.7 µM | hit rate 0.9% among 320,000 | AID 2235 | purified PP1alpha, OMFP fluorescence;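 active = inhibition above the mean inhibition of all tested compounds plus 3 SD, computed separately for each screening campaign, cut at about 15% in these data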
Fh CTSL1 inh: cathepsin L1 inhibition, PFM18AAP counter-screen | inhibition, % at 5.96 µM | recombinant F. hepatica cathepsin L1, Z-Leu-Arg-MCA fluorescence | hit rate 0.49% among 300,000;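 active = inhibition above the mean of all tested compounds plus 3 SD, set per screening campaign, cut at about 17% in these data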;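 note: 0% = plate median of test compound wells and 100% = 1 µM Z-Phe-Ala-diazomethylketone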
TPT1 inh: blocks Candida albicans tRNA 2'-phosphotransferase; recombinant caTPT1, FP RNA substrate dephosphorylation; inhibition, % at 5 µM; hit rate 0.81% among 300,000; AID 1962;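 active = inhibition above the mean of all tested compounds plus 3 SD, set per screening campaign, cut at about 24% in these data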;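 note: plate controls were DMSO alone for no effect and ferristatin control at 100 nM for full effect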
* = called active by the depositor; . = not tested or not shown.

SMILES | proCasp7 act | AHR act | core dimer inh | PP5 primary | proCasp3 act | PAFAH2 FP inh | PP1 counter | Fh CTSL1 inh | TPT1 inh
O=C(N/N=C/c1cc([N+](=O)[O-])cc([N+](=O)[O-])c1O)/C(=C\c1cccs1)NC(=O)c1ccccc1 | -2 | 3 | 12 | 1.4 | -1 | 14 | 21* | 4 | 1
COc1cccc(CC2CC(=O)N(c3ccc4c(C)cc(=O)oc4c3)C2=O)c1 (stereo unspecified) | 7 | 1 | 3 | -1.8 | 0 | 5 | -2 | 0 | 1
Cn1c2ccccc2c(=O)c2ccc(C#CC3(O)CCCCC3)cc21 | -44 | 6 | 4 | -2.3 | -6 | -8 | 4 | -1 | 0
Nc1scc2c(C(=O)O)nn(-c3ccccc3)c(=O)c12 | -15 | -5 | . | 1.4 | 2 | 0 | -2 | . | .
Cc1ccc(C(=O)COC(=O)c2cccc(NC(=O)c3ccc([N+](=O)[O-])cc3[N+](=O)[O-])c2)cc1 | 2 | 8 | 7 | 1.7 | -1 | 0 | -1 | 2 | 1
CC(=O)c1ccc(NC(=O)C(C)Nc2ccc(Cl)cc2)cc1 (stereo unspecified) | 14 | 1 | 2 | 2.4 | 11 | 0 | 0 | 0 | -1
CCCN(CCC)CCNC(=O)C1c2ccccc2C(=O)N(CCOC)C1c1ccc(F)cc1 (stereo unspecified) | -1 | 0 | -10 | 1.6 | 6 | -8 | -2 | -2 | 2
Cc1cccc(C(C)(C)C)c1OCCN1CCCC1 | 5 | 12 | -9 | 1.8 | -7 | 7 | -3 | -3 | -2
CSCCC(NC(=O)C12CC3CC(CC(C3)C1)C2)C(=O)OCC(=O)c1ccc(Cl)cc1 (stereo unspecified) | 12 | 3 | -3 | 2.0 | 2 | 3 | -7 | -1 | 1
CCc1nnc(NS(=O)(=O)c2ccc(N)cc2)s1 | 0 | 0 | 6 | -2.8 | 1 | -14 | -3 | -1 | -1
COCCOc1cc(NC(=O)CS(=O)(=O)CC(=O)N(C)C)c(Cl)cc1Cl | -1 | 0 | -4 | -0.5 | -1 | 0 | -3 | -1 | 2
CCOc1ccc2oc(C(=O)OCC(=O)NC3CC3)c(C)c2c1 | 7 | 3 | 3 | 0.6 | -3 | 10 | -3 | 5 | 3
Cc1cc(Nc2cccc(F)c2)nc(-c2ccccc2O)n1 | 6 | 26 | 5 | 7.0 | -1 | -5 | 3 | 6 | 0
COc1ccc(CCNC(=O)Cc2cccc(C(F)(F)F)c2)cc1OC | 4 | 1 | -12 | 1.1 | -1 | 19 | -3 | -3 | -2
Cn1c(O)c(N=NC(=O)Cn2ccc(C(F)(F)F)n2)c2ccccc21 | -3 | 9 | -6 | 0.9 | -10 | -6 | 0 | -1 | -1
CCCCN(C(=O)COC(=O)c1ccc(C=O)cc1)c1c(N)n(CCC)c(=O)[nH]c1=O | 5 | 0 | . | 4.8 | 2 | 7 | 0 | . | .
O=C(CN1C(=O)NC2(CCCCC2)C1=O)Nc1nc2c(F)cc(F)cc2s1 | -5 | 20 | 15 | 0.8 | 17 | 8 | 1 | -5 | 10
Cc1csc(N(C(=O)c2ccc(S(=O)(=O)N(C)C)cc2)c2ccccc2)n1 | 4 | 5 | -21 | -6.2 | 9 | 5 | -3 | 4 | -1
COCCNc1nc(-c2cc(C)c(C)cc2C)cs1 | -8 | 33 | -2 | -1.4 | 5 | -2 | 1 | 0 | -5
COc1ccc(N(CC(O)CN2C(=O)NC(C)(C)C2=O)S(=O)(=O)c2ccc(C)cc2)cc1 (stereo unspecified) | -9 | 2 | -1 | 4.2 | -9 | 5 | -1 | -6 | -2
O=C(CSc1nc2ccc(Cl)cc2[nH]1)c1ccc2c(c1)OCO2 | -6 | 10 | -7 | 0.5 | -4 | 4 | 1 | 5 | 2
N#CC1=C(N)N(c2ccccc2)C2=C(C(=O)CCC2)C1c1ccccc1 (stereo unspecified) | -5 | 15 | -6 | 0.2 | 6 | 0 | 1 | 2 | 4
CSc1nc(C)nc2c1c(=O)n(C)c(=O)n2C | 1 | 8 | 2 | -0.5 | 10 | 6 | -1 | -3 | -1
Cc1ccc2c(c1)N(CC(=O)Nc1ccc3c(c1)OCCO3)C(=O)CO2 | -1 | 2 | 0 | 1.6 | -5 | -12 | -4 | 1 | 0
Cc1cccc(N(Cc2ccccc2)C(=O)Cc2ccc(S(=O)(=O)N3CCOCC3)s2)c1 | 8 | 0 | 5 | 0.1 | -9 | 5 | 17* | 0 | 4

Brought forward from above: 6 compounds; new compounds follow.
SMILES | proCasp7 act | AHR act | core dimer inh | PP5 primary | proCasp3 act | PAFAH2 FP inh | PP1 counter | Fh CTSL1 inh | TPT1 inh
COc1ccc(N(CC(O)CN2C(=O)NC(C)(C)C2=O)S(=O)(=O)c2ccc(C)cc2)cc1 (stereo unspecified) | -9 | 2 | -1 | 4.2 | -9 | 5 | -1 | -6 | -2
O=C(CSc1nc2ccc(Cl)cc2[nH]1)c1ccc2c(c1)OCO2 | -6 | 10 | -7 | 0.5 | -4 | 4 | 1 | 5 | 2
N#CC1=C(N)N(c2ccccc2)C2=C(C(=O)CCC2)C1c1ccccc1 (stereo unspecified) | -5 | 15 | -6 | 0.2 | 6 | 0 | 1 | 2 | 4
CSc1nc(C)nc2c1c(=O)n(C)c(=O)n2C | 1 | 8 | 2 | -0.5 | 10 | 6 | -1 | -3 | -1
Cc1ccc2c(c1)N(CC(=O)Nc1ccc3c(c1)OCCO3)C(=O)CO2 | -1 | 2 | 0 | 1.6 | -5 | -12 | -4 | 1 | 0
Cc1cccc(N(Cc2ccccc2)C(=O)Cc2ccc(S(=O)(=O)N3CCOCC3)s2)c1 | 8 | 0 | 5 | 0.1 | -9 | 5 | 17* | 0 | 4
Nc1nonc1C(=O)NCCNCc1ccccc1OCc1ccc(F)cc1 | 4 | -2 | 3 | 3.6 | -2 | -6 | 1 | 1 | 3
Cc1c(CCC(=O)O)c(=O)oc2cc(OCc3cccc(F)c3)ccc12 | 0 | 2 | 2 | 2.2 | 0 | -3 | -1 | 3 | 0
COC(=O)c1c(C(C)=O)c(C)n(C)c1C | 3 | 12 | 1 | 0.4 | -2 | 0 | -1 | -6 | 0
COC(=O)c1cc(NCc2cccs2)ccc1N1CCOCC1 | -11 | 2 | -9 | 3.8 | 4 | 13 | -4 | 1 | 0
COc1ccc2cc(/C=C3\SC(=S)NC3=O)c(N3CCOCC3)nc2c1 | -4 | 7 | 7 | 3.2 | -7 | 12 | 8 | 6 | 11
Cn1c2ccccc2c2nnc(SCC(=O)NC3CC3)nc21 | -6 | 14 | -3 | -0.5 | -1 | 7 | -2 | -1 | 0
Cc1ccc(S(=O)(=O)n2cccc2C)cc1 | 7 | -1 | 5 | 1.7 | -8 | . | 1 | 0 | -2
CC(C)(C)NC(=O)CSc1nnc(CN2CCCCCC2=O)n1-c1ccccn1 | 7 | 1 | -3 | 3.3 | 8 | -10 | 3 | -3 | -5
COc1c(C)cccc1C(=O)Nc1cc(Cl)ccc1N1CCOCC1 | 6 | -1 | -12 | 1.3 | 7 | 7 | 1 | -1 | -5
CNc1c(C(=O)O)ccc2c1C(=O)c1ccccc1C2=O | -7 | 0 | -75 | 2.1 | 0 | -9 | 2 | 2 | 3
O=C(NC(=O)c1ccccc1O)c1ccc(C(F)(F)F)cc1 | -4 | 16 | 5 | 2.0 | -2 | . | -10 | -1 | -4
COC(=O)CSC1=C(C#N)C(=O)NC(c2ccccc2)S1 (stereo unspecified) | -4 | -3 | -1 | 1.1 | -3 | 11 | 1 | 2 | 3
COC(=O)COc1cccc2c(=O)n(CC(=O)NCc3ccccc3)ccc12 | -8 | -1 | -2 | -0.4 | 6 | 4 | -2 | -2 | 1
CCOc1ccc(CNC(=O)Nc2ccccc2)cc1 | -1 | 5 | -4 | 2.5 | 4 | 2 | 1 | 1 | -3
CCC1=C(OC(=O)N(CC)CC)N2C(=O)OC(=NCC3CC3)[C@]2(C)[C@H]2C1=CC[C@H]1C(=O)N(CC(=O)OC)C(=O)[C@H]12 | -5 | 1 | 6 | -0.8 | 1 | 6 | -8 | -3 | -3
CCOC(=O)C(C)Sc1nc(=O)n2cc(C)ccc2n1 (stereo unspecified) | 1 | 0 | 0 | -0.1 | 3 | -2 | -2 | -1 | -2
O=C(Cc1cccs1)NCc1ccc2c(c1)OCO2 | -1 | 1 | 3 | 1.9 | -2 | 1 | -2 | -5 | 0
O=C(NCc1ccccn1)C1COc2ccccc2O1 (stereo unspecified) | 10 | 8 | -5 | 0.5 | -1 | -1 | -3 | -4 | -1
O=C(c1ccccc1)c1n[nH]c(-c2ccccc2)cc1=O | 0 | -1 | -6 | -0.3 | -2 | 7 | -4 | 1 | -2
CCOc1ccc(C(=O)COC(=O)c2ccc(-n3cnnn3)cc2)cc1 | 1 | 5 | 23 | 0.8 | 3 | -3 | -4 | -5 | -2
CC(C)CCNC(=O)c1ccc(C2SCC(=O)N2Cc2ccco2)cc1 (stereo unspecified) | -2 | 0 | -6 | 1.6 | 5 | 4 | 0 | -3 | -3
COc1ccccc1Nc1nc(-c2sc(N)nc2C)cs1 | -22 | 24 | 22 | 4.4 | -14 | 13 | -2 | -1 | 16
O=c1[nH]c2ccccc2n1Cc1ccc(Cl)cc1 | -9 | -1 | -1 | 2.5 | -2 | 3 | 0 | 1 | 3
COc1ccc(CC(=O)Nc2ccc(N3CCN(c4ccc(OC)cc4)CC3)c(C#N)c2)cc1 | 17 | 6 | 12 | 4.1 | -10 | -2 | -6 | -6 | -5
Cc1ccc(C(=O)Cn2nnc(-c3ccccc3)n2)cc1 | 11 | 0 | 1 | 0.5 | 3 | -2 | 3 | 3 | 3

Next compounds:
SMILES | proCasp7 act | AHR act | core dimer inh | PP5 primary | proCasp3 act | PAFAH2 FP inh | PP1 counter | Fh CTSL1 inh | TPT1 inh
Cc1cccc(CC(=O)Nc2ccc(C(=O)N3CCCCC3)cc2)c1 | -2 | -6 | 3 | 0.9 | 4 | 5 | 0 | 2 | 0
CCCC(=Nc1ccccc1OC)C1=C(O)CC(c2ccccc2)CC1=O (stereo unspecified) | 3 | 0 | 6 | -1.0 | 1 | -8 | -4 | -1 | 1
COc1ccc(Cl)cc1NC(=O)c1[nH]nc(OC)c1[N+](=O)[O-] | -1 | 20 | 1 | 3.0 | -1 | 1 | 1 | 1 | 1
COC(C[C@H]1O[C@@H]1C(=O)[C@H](C)OCc1ccccc1)OC | -9 | -4 | -2 | 0.5 | -3 | -1 | -3 | 74* | -2
O=C(CSc1ncccn1)NC1CCCc2ccccc21 (stereo unspecified) | -2 | -1 | -2 | 1.2 | 2 | -4 | -1 | -3 | -5
CCOCCCNC(=O)C1CCN(C(=O)Nc2ccc(Cl)cc2)CC1 | -3 | -3 | -5 | 3.2 | 1 | -9 | -4 | 0 | 1
COCC1CCCCC1OS(N)(=O)=O (stereo unspecified) | -1 | 0 | 0 | 0.8 | 0 | 7 | -2 | -5 | -1
COc1cc(/C=N/NC(=O)c2ccncc2)ccc1OC(=O)c1ccc([N+](=O)[O-])cc1 | 8 | 8 | -6 | 2.8 | 3 | 3 | -2 | 2 | -5
